# LDHA inh – LDHA (human) enzyme inhibition | activity change, % (values are at about 110 or 230 µM) | AID 1347041 | 480,000 tested, 0.15% active | P00338 | purified LDHA, NADH/diaphorase-resazurin fluorescence; stronger effect = lower value; in the data active = activity change below about -30%; inconclusive = mostly about -25% to -30%;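 also: plate controls were DMSO wells for no effect and wells without enzyme for full effect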
#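 Enzyme activity of human lactate dehydrogenase 5 (2 nM; 0.06 mM NADH, 0.2 mM pyruvate, 5 min, RT) is measured via a resazurin/diaphorase fluorescence readout of residual NADH.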
# TrxR1 substrate – is turned over as a substrate by rat TrxR1; purified TrxR1 substrate turnover, NADPH consumption readout; 390,000 tested, 0.01% active; Potency, µM (series often up to 114 µM), inactives show at the highest dose activity change, negative = substrate turnover; AID 588456; also: potency is read from the fitted curve at half-maximal effect; % is scaled to controls: 0 for no effect and ±100 for the full control effect; nearly all actives have a fitted effect of over 50% in size
#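 Rat TrxR1, dispensed at 90 nM, was prereduced with 400 uM NADPH (final) for 5 min at ~22 deg C, then incubated with compound 15 min before 400 uM selenite. A first-read NADPH fluorescence drop versus no-compound background flagged substrates.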
# Vif-APOBEC3F blk – Vif-A3F binding inhibition; HeLa A3F-eYFP + Vif (tagged APOBEC3F with the HIV-1 protein that degrades it), YFP fluorescence increase; Potency, µM (doses to about 46.1 µM), inactives show at the highest dose activity, negative = active; 390,000 tested, 0.2% active; also: potency is read from the fitted curve at half-maximal effect; % of control where 0% means no effect; nearly all actives have a fitted effect of over 65% in size
#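 HeLa cells stably expressing A3F-eYFP plus Vif, plated and incubated overnight at 37 deg C, then exposed to compounds overnight at 37 deg C. Blocked degradation read as raised yellow fluorescence (Ex 488/Em 500-530).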
# IDH1 R132H inh – human IDH1 R132H inhibition; 390,000 tested, 0.093% active; Potency, µM (highest dose often 76.6 µM), for the others: at the highest dose activity change, negative = inhibition, usual class: inhibitors; IDH1-R132H enzyme, NADPH consumption, diaphorase/resazurin fluorescence; O75874; also: potency is read from the fitted curve at half-maximal effect; % is scaled to controls: 0 for no effect and ±100 for the full control effect; nearly all actives have a fitted effect of over 65% in size
#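 IDH1-R132H (0.5 ug/mL dispensed) in pH 7.5 Tris buffer was preincubated 30 min with compound, then given a substrate mix of 0.016 mM NADPH and 2 mM alpha-KG for 80 min at room temperature; remaining NADPH was read by diaphorase/resazurin fluorescence.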
# RGS4 inh – human RGS4 inhibition; Transcreener GDP fluorescence polarization, RGS4-accelerated GTP hydrolysis; P49798; Potency, µM (series often up to 114 µM), without a hit: at the top dose activity change, negative = inhibition, most hits filed as inhibitors; 390,000 tested, 0.039% active; AID 504845; also: potency is read from the fitted curve at half-maximal effect; % is scaled to controls: 0 for no effect and ±100 for the full control effect; nearly all actives have a fitted effect of over 75% in size; some results filed as inactive show a strong effect at the top dose
# Target sequence (P49798 whole entry, looked up): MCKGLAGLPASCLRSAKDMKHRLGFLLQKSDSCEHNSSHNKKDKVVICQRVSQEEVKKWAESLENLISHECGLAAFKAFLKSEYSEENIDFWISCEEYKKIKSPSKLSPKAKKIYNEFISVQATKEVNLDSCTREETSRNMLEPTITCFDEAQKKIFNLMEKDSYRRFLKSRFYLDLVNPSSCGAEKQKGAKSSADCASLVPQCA
#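 MLSMR compounds (23 nl, pin-transferred) preincubated 10 min at room temperature with a 500nM (2x) first reagent, then RGS4 at 900nM (2x) plus Transcreener GDP mix added; fluorescence polarization (620/688 nm) read before and after 90 min at 30 °C.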
# TrxR1 inh – inhibitors of rat thioredoxin reductase 1; Potency, µM (doses to about 114 µM), inactives show at the top dose activity change, negative = inhibition, most hits filed as inhibitors; AID 588453; recombinant rTrxR1, NADPH fluorescence consumption, selenite substrate; 390,000 tested, 1% active; also: potency is read from the fitted curve at half-maximal effect; % is scaled to controls: 0 for no effect and ±100 for the full control effect; nearly all actives have a fitted effect of over 65% in size
#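 Rat TrxR1 (90 nM in the dispensed reagent) was pre-reduced with 400 uM NADPH for 5 min at room temperature, then incubated with compound for 15 min. After 400 uM selenite was added, NADPH fluorescence (Ex 340/Em 450 nm) was followed for 8 min.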
# USP1-UAF1 inh – blocks the human USP1/UAF1 deubiquitinase complex. recombinant USP1/UAF1, Ub-Rhodamine cleavage fluorescence. AID 743255. 390,000 tested, 0.23% active. Potency, µM (highest dose often 57.1 µM), inactives show top-dose activity change, negative = inhibition, usual class: inhibitors. O94782; also: potency is read from the fitted curve at half-maximal effect; % is scaled to controls: 0 for no effect and ±100 for the full control effect; nearly all actives have a fitted effect of over 60% in size; inactives centre near -12
# Target sequence (O94782 whole entry, looked up): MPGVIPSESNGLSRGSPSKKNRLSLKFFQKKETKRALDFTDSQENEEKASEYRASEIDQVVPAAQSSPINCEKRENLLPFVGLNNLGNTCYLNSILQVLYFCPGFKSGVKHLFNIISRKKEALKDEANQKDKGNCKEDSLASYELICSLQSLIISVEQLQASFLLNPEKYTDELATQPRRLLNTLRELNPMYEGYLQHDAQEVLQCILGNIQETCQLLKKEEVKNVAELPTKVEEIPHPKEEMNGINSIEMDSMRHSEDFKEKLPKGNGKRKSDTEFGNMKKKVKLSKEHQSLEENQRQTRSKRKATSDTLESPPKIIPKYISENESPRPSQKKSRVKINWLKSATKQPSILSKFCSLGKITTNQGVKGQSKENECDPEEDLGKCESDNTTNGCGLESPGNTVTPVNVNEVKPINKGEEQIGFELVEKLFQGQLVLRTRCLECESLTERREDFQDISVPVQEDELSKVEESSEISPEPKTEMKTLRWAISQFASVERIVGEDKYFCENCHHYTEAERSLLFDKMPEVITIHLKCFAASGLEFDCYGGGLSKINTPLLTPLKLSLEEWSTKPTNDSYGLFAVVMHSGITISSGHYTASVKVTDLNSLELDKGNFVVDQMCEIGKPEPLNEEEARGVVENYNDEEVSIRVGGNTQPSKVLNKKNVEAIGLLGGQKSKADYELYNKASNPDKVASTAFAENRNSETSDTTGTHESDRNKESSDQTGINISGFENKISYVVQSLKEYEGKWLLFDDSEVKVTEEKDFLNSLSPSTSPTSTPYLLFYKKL
#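 USP1/UAF1 complex at 1 nM was preincubated with compound for 15 min at room temperature, then Ub-Rho substrate (150nM final) was added. Fluorescence (480/540 nm) was read kinetically, 6 reads every 60 seconds.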
# Vif-A3G inh – Vif-A3G binding inhibition. HeLa A3G-eYFP + Vif (tagged APOBEC3G with the HIV-1 protein that degrades it), YFP fluorescence, overnight. Potency, µM (top dose mostly 46.1 µM), without a hit: at the highest dose activity, negative = active, actives largely listed as inhibitors. 410,000 tested, 0.076% active;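 also: potency is read from the fitted curve at half-maximal effect; % is scaled to controls: 0 for no effect and ±100 for the full control effect; nearly all actives have a fitted effect of over 60% in size; hits raise eYFP signal because A3G escapes Vif-driven loss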
#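 Read-out is eYFP fluorescence (Ex 488/Em 500-530) from Vif-expressing HeLa A3G-eYFP cells; more signal means A3G escaped Vif-mediated degradation. Cells plated overnight, compound pinned in, incubated overnight at 37 deg C.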
# Glioma ERSR ind – induces the endoplasmic reticulum stress response in human glioma cells; U87-MG GRP78 promoter luciferase reporter, 16 h; 420,000 tested, 0.02% active; Potency, µM, for the others: at the highest dose activation, actives largely listed as activators; also: potency is read from the fitted curve at half-maximal effect; series mostly up to about 76 µM; % of control where 0% means no effect; nearly all actives have a fitted effect of over 35% in size
#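 ERSR induction read as luciferase luminescence (Bright-Glo, 10 min at room temperature) in stably transfected human U87-MG glioma cells exposed to compounds for 16 h, using GRP78 as sensor.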
# An asterisk follows results filed as active; u = inconclusive; x = no result given; & = joins results of further samples; [ ] = another dose, or the depositor's remark. Unless noted, calls follow the shape of the dose curve; as a rule, active = well fitted curve in the direction sought with a large enough effect; inconclusive = small, poorly fitted or top-dose-only effect, or another doubt; inactive = no such curve, though single readings can be large; an effect the other way counts as inactive or inconclusive. Only part of the results is shown. The share of hits here may be higher or lower than overall.
SMILES,LDHA inh,TrxR1 substrate,Vif-APOBEC3F blk,IDH1 R132H inh,RGS4 inh,TrxR1 inh,USP1-UAF1 inh,Vif-A3G inh,Glioma ERSR ind
CCOC(=O)c1cccc(NC(=O)CCn2nc(C)c(S(=O)(=O)N3CCCCC3)c2C)c1,-3&-8,4%,8%&2%,-1%&14%,14%&3%,20%,-10%&-20%,3%&11%,-3%&-2%
COc1ccc(NC(=O)C(=O)N/N=C/c2cc(C)n(-c3cccc(Cl)c3Cl)c2C)c(OC)c1,-12,10%,2%,1%,-3%,19%,-32%,0%,0%
C=C(C)Cn1c(NCCOC)nc2c1c(=O)[nH]c(=O)n2C,-4,2%,-9%,-7%,-10%[11.4 µM],-5%,1%,-6%,-5%
Cc1nc2ccc(S(=O)(=O)NCC(=O)N3CCCCC3)cc2s1,-8,12%[57.1 µM],4%,8%,-4%,14%[57.1 µM],-21%,1%,-3%
CC(=O)Nc1ccc2c(c1)nc(CCN1CCC(C)CC1)n2C,-2,7%,-6%,2%,37%,16%,-9%,-2%,-2%
NNc1nc2sc3c(c2c(=O)n1-c1ccccc1)CCCC3,10,5%,u,3%,-5%,5%,-19%,-17%,2%
O=C1/C(=C\c2cccs2)Sc2ccc3ccccc3c21,-11,6%[57.1 µM],u,-2%,-22%,2%[57.1 µM],32µM*,u,-6%
CCOc1ccc(NC(=S)NN2C(C)CCCC2C)cc1 (stereo not given),-10,-2%,-5%,0%,-23%,3%,-15%,2%,-3%
Fc1cccc(-c2nnn3c2nc(Cl)c2ccccc23)c1,-4,15%,1%,0%,17%,7%,-4%,0%,6%
CN(Cc1cccnc1)C(=O)CC1C(=O)NCCN1Cc1ccc(-c2ccccc2)cc1 (stereo not given),-9,8%,-6%,0%,25%,28%,-13%,0%,-2%
CCc1nnc(NS(=O)(=O)c2ccc(NC(=S)NC(=O)/C=C/c3cccs3)cc2)s1,-14,-7%,-1%,-23%,u,u,u,-8%,-2%
CCC/C=N/NC(=O)C1COc2ccccc2O1 (stereo not given),-3,1%[57.1 µM],u,-4%,13%,16%[57.1 µM],6%,-22%,-4%
O=C(CN1CCN(S(=O)(=O)c2ccc(Cl)cc2)CC1)NCC1(N2CCOCC2)CCCCC1,-1,-8%,13%,-4%,20%,-1%,-12%,-13%,1%
O=c1[nH]nc(-c2ccc(NCCO)c([N+](=O)[O-])c2)c2ccccc12,-3,1%,-4%,7%,13%,7%,-24%,1%,-2%
COc1cccc(C(=O)N/N=C(\C)CC(=O)Nc2ccc(N(C)C)cc2)c1,6,-6%[57.1 µM],6%,-6%,-26%,u,-2%,-10%,3%
O=C(Nc1cccc(C(F)(F)F)c1)c1cc2nc(-c3ccc4c(c3)OCO4)cc(C(F)(F)F)n2n1,-10,22%[11.4 µM],-2%,-4%,15%,20%,u,-1%,-1%
CCN(CC)S(=O)(=O)c1ccc(N2Cc3ccccc3C2=N)cc1,-12,-2%,2%,0%,14%,5%,-2%,-3%,2%
COc1ccc(CNCc2cc(C)c(OC)cc2C)c(OC)c1,-6,1%,-6%,0%,-11%,6%,-8%,4%,-6%
COc1ccc2c(C)c(C(=O)O)oc2c1,-5,27%,-5%,7%,-20%[56.9 µM],-4%,-12%,-1%,-4%
CC(C)Cn1nc(C(=O)OCC(=O)NCC(F)(F)F)c2ccccc2c1=O,2&-6,5%,0%,4%,1%,17%,-18%,-7%,0%
Nc1ccccc1-c1nnn(CC(=O)Nc2ccc3c(c2)OCCO3)n1,-2,2%[57.1 µM],-4%,-4%,-2%[56.9 µM],29%[57.1 µM],-15%,-4%,-4%
O=C(CSc1ccc(-c2ccccc2)nn1)N1CCCc2ccccc21,-7,-9%,4%,2%,-11%,-2%,-14%,-12%,3%
COc1ccc(C2(CNC(=O)C(=O)Nc3ccccc3C)CCCC2)cc1OC,7,6%,1%,1%,-17%,28%,-22%,-1%,-4%
O=[N+]([O-])c1ccc(-c2cc3ccccc3[nH]2)cc1,-1&1,-1%,x,x,x,11%,x,-6%,-2%
O=C(CN(Cc1ccc2c(c1)OCO2)C(=O)CNC(=O)c1ccco1)NC1CCCCC1,0,1%,x,5%,-14%,2%,-7%,-1%,-3%
# (list continues)
SMILES,LDHA inh,TrxR1 substrate,Vif-APOBEC3F blk,IDH1 R132H inh,RGS4 inh,TrxR1 inh,USP1-UAF1 inh,Vif-A3G inh,Glioma ERSR ind
CCOC(=O)CSc1nnc(C2CCCCC2)n1C,-5,-2%[57.1 µM],-10%,-10%,15%,4%[57.1 µM],-5%,-1%,-4%
CC(C)C(=O)Nc1cccc(C(=O)Nc2ccccc2C(=O)O)c1,-15,-4%,2%,2%,0%,-2%,-20%,2%,-2%
COc1cccc(-n2nnnc2SCC(=O)Nc2ccccc2OC)c1,-13,-3%,1%,1%,8%,12%,-12%,1%,-2%
Cn1c(NC(=O)Cc2cccc3ccccc23)cc(=O)n(C)c1=O,-1,8%,1%,-1%,1%,34%,-26%,-3%,-4%
O=C(NC1=NCCCCC1)c1cccc2ccccc12,-8,6%[57.1 µM],4%,-11%,0%,6%[57.1 µM],6%,2%,10%
Cc1ccccc1C(=O)N1CCN(c2ccc(NC(=S)NC(=O)c3cccs3)cc2)CC1,1,-5%,-7%,0%,-21%,-31%,3%,-4%,-4%
COCCn1nnnc1C(c1cccc(C#N)c1)N1CCCCCC1 (stereo not given),-5,8%[57.1 µM],1%,4%,19%,25%[57.1 µM],-11%,-3%,-1%
CCn1c(SCC(=O)NNC(=O)c2ccc(OC)cc2)nnc1-c1ccco1,-6,9%[11.4 µM],4%,20%,7%,9%,-27%,-5%,0%
COc1ccc(-c2csc(NC(=O)CSc3nnnn3C)n2)c(OC)c1,-1,-11%[57.1 µM],7%,-3%,4%,-15%[57.1 µM],4%,-5%,-3%
CC1CN(CCc2ccccc2)c2nc3c(c(=O)n(CC(N)=O)c(=O)n3C)n2C1 (stereo not given),0,10%,-8%,11%,-17%,13%,-18%,4%,-1%
O=C(NC1CCCC1)C(c1cccnc1)N(C(=O)c1ccco1)c1ccc(F)cc1 (stereo not given),0,5%,6%,-1%,-15%,8%,-11%,-5%,-2%
C[C@@H]1CN([C@H](C)CO)C(=O)Cc2cc(NS(=O)(=O)c3cn(C)cn3)ccc2O[C@H]1CN(C)S(=O)(=O)c1ccc(Cl)cc1,2,1%,3%,10%,-10%,-5%,-26%,1%,-1%
N=c1c(S(=O)(=O)c2ccccc2)cc2c(=O)n3ccccc3nc2n1Cc1cccnc1,-3,10%,-28%,u,-11%,3%,-16%,-1%,-2%
C[C@@H]1CCC(=O)N(CC[C@H](Oc2ccccc2)c2ccccc2)CC1,2,-3%[57.1 µM],0%,11%,-5%,4%&6%,-19%,-3%&2%,0%&1%
O=C(Nc1ccc(N2CCCC2)c(Cl)c1)c1cccs1,-13,3%[57.1 µM],-10%,-3%,-4%,12%,-13%,-1%,0%
COc1ccc(S(=O)(=O)N2CCCC2)cc1NC(=O)c1ccccc1F,-7,14%[0.0914 µM],3%,-3%,-6%,17%,-17%,-2%,-1%
CCOc1ccccc1-n1cnc2cc(C(=O)NCc3ccco3)ccc21,-9,7%[57.1 µM],-3%,3%,-26%,u,-10%,-5%,-1%
CC(/C=N/NC(=O)c1cccnc1)=C\c1ccccc1,-4,-6%,3%,0%,1%,6%[57.1 µM],-18%,-1%,2%
Cc1cc(Cl)ccc1OCC(=O)NCC(=O)N/N=C/c1ccco1,-7,5%,-1%,11%,9%,10%[57.1 µM],-12%,-2%,-2%
CCN1C(=O)[C@H]2[C@@H](c3ccc(C)cc3)N3C(=O)N(c4ccc(C(F)(F)F)cc4)C(=O)[C@@]3(CC)[C@H]2C1=O,4,0%,3%,11%,-1%,9%,u,1%,-2%
O=C(O)C1CCCN1C1=NS(=O)(=O)c2ccccc21 (stereo not given),-7,3%,4%,5%,12%,15%,-22%,0%,-3%
OCc1cnc(SCc2cccc(F)c2)n1Cc1ccc(F)cc1,1,2%[57.1 µM],3%,-2%,-18%,0%[57.1 µM],-25%,-1%,-4%
CC(C)(C)C1=CC(=O)C(N2CCOCC2)=CC1=O,28,4%[57.1 µM],9%,22%,-7%,30%[57.1 µM],u,-2%,-1%
COC(=O)c1ccccc1NC(=O)CSc1n[nH]c(-c2ccco2)n1,-3,9%,-8%,-2%,-9%,17%,-15%,-5%,1%
COc1cc(OC)cc(C(=O)NN2CCCCC2)c1,-2,1%,5%,0%,-23%,3%,-9%,0%,-3%
O=C(NC1CCCCC1)C1CC(=O)N(c2ccccc2)C1 (stereo not given),2,7%,-2%,0%,-4%,17%,-19%,-1%,5%
O=C(CCCc1nc(-c2ccccc2)no1)Nc1cccnc1,1,2%[57.1 µM],10%,8%,-1%,-5%[57.1 µM],-8%,-1%,-5%
CCCn1c(SCC(=O)Nc2ccccc2Oc2ccccc2)n[nH]c1=O,-4,-11%,-1%,3%,-26%,22%[57.1 µM],-6%,2%,-6%
CCC(C)(C)C1CCC(=NNC(=O)c2ccc(Br)o2)CC1 (stereo not given),-5,-5%,0%,-1%,-14%,-1%,-9%,1%,0%

# Assay outcomes deposited in PubChem BioAssay by National Center for Advancing Translational Sciences (NCATS).
